# Source: PubChem BioAssay (several laboratories)
# S1P4 agonist: activates the human S1P4 receptor | AID 1509 | activation, % at 4.98 µM | 0.35% of 220,000 active | O95977 | S1P4-expressing cell line, agonist reporter assay; in the data active = activation above about 11%;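 note: 0% = DMSO vehicle and 100% = reference agonist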
# NPY2 pot ag: potentiates or activates human NPY-Y2 receptor; activation, % at 3.6 µM; P49146; cells expressing NPY-Y2, potentiator/agonist read-out; 0.45% of 220,000 active; in the data active = activation above about 27%;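 note: cells stimulated with NPY near EC25 plus isoproterenol at EC100; 0% = vehicle plus submaximal agonist and 100% = vehicle plus saturating agonist; some results beyond the cut were filed as inactive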
# Target sequence (P49146 whole entry, looked up): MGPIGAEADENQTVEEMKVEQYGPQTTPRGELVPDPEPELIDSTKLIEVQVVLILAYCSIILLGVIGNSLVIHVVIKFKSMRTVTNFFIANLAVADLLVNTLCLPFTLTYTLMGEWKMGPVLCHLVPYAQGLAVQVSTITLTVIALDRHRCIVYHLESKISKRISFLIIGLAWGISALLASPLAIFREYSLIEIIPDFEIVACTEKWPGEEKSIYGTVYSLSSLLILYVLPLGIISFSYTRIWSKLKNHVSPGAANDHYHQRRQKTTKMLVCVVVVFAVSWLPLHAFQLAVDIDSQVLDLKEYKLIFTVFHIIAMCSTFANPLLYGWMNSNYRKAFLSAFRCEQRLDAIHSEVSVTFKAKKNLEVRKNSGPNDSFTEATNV
# Ba/F3 V617F tox: loss of viability in JAK2V617F-driven Ba/F3 cells | Ba/F3 EpoR-JAK2V617F viability, ATP luminescence | 1.1% of 220,000 active | inhibition, % at 5.6 µM;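 active = inhibition above the campaign mean plus 3 SD over all tested compounds, cut at about 24% in these data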;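 note: cytokine-independent growth of Ba/F3 cells driven by EpoR plus mutant JAK2; 0% = DMSO-treated cells and 100% = JAK inhibitor I control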
# BaF3 tox: reduces parental Ba/F3 cell viability, JAK2V617F counter-screen. CellTiter-Glo ATP luminescence. inhibition, % at 5.6 µM. 1.1% of 220,000 active. AID 1486;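 active = inhibition above a per-campaign cutoff, the mean inhibition of all tested compounds plus 3 SD, cut at about 27% in these data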;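 note: 0% = DMSO wells and 100% = JAK Inhibitor I control wells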
# Runt-CBFb FRET: blocks binding of human RUNX1 Runt domain to CBFb; Cerulean-Runt/Venus-CBFb FRET ratio 530/480, 1 h; inhibition, % at 20 µM; 0.46% of 220,000 active;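 active = inhibition over about 50% at 20 µM in the single-dose screen, limit read from the data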;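 note: 0% = DMSO wells and 100% = excess unlabeled CBFb competitor control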
#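 Doses: 20 µM compound in 1% DMSO | Material: Cerulean-labeled Runt domain protein | Amount: Each fluorescent fusion protein 100 nM | Schedule: Two 1 h room-temperature incubations shielded from light | Measured by: FRET fluorescence | Evaluation: Loss of energy transfer signal | Controls: Unlabeled CBFb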
# S1P4 antag: antagonists of human S1P4 receptor; O95977; S1P4-expressing cells, antagonist mode, reporter read-out; inhibition, % at 4.98 µM; 0.26% of 220,000 active; in the data active = inhibition above about 29%;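 note: 0% = wells stimulated with agonist and 100% = vehicle wells without agonist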
# NPY-Y1 PAM-ag: human NPY-Y1 potentiation or agonism, primary screen; P25929; NPY-Y1 expressing cells, potentiator/agonist activation; activation, % at 3.6 µM; 0.37% of 220,000 active; in the data active = activation above about 33%, passing the limit was not always enough;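 note: cells stimulated with NPY at EC10 then isoproterenol at EC100; 0% = low agonist plus stimulus and 100% = saturating agonist plus stimulus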
# Target sequence (P25929 whole entry, looked up): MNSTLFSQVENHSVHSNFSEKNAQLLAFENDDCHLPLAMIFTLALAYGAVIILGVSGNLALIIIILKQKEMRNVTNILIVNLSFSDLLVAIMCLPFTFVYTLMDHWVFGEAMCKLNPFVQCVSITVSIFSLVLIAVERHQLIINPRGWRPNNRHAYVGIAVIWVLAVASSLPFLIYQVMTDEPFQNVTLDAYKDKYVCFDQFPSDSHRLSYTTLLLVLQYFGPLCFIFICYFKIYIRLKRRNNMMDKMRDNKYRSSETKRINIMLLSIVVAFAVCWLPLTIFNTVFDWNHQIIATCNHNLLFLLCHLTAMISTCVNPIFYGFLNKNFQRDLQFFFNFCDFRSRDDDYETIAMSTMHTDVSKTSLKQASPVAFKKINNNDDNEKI
# RBBP9 inhibitor: human RBBP9 hydrolase inhibition | O75884 | recombinant RBBP9, FP-Rh probe fluorescence polarization | inhibition, % at 7.94 µM | 0.2% of 220,000 active | AID 1515;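 active = inhibition above the campaign mean of all tested compounds plus 3 SD, cut at about 14% in these data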;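 note: plate controls were DMSO wells with RBBP9 for no effect and wells lacking RBBP9 protein for full effect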
# Target sequence (O75884 whole entry, looked up): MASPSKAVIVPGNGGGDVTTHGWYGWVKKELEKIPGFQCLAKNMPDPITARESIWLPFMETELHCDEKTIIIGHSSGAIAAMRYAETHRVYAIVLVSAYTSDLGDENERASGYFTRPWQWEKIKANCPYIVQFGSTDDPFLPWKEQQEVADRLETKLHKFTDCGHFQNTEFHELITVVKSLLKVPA
#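 Measured by – fluorescence polarization · Test system – RBBP9 protein · Input – 2.5 µM RBBP9 dispensing solution, before mixing · Measure – percent inhibition from mP, scaled between DMSO and no-protein wells · Benchmarks – DMSO-treated enzyme wells and wells lacking RBBP9 · Times – preincubation 30 min plus labeling 45 min at 25 °C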
# NPY-Y1 antag: blocks the human neuropeptide Y Y1 receptor; P25929; HEK293-CNG Y1 cells, membrane potential fluorescence; NPY at EC95, then isoproterenol; inhibition, % at 3.6 µM; 1% of 200,000 active; AID 1040;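 active = inhibition above the campaign mean inhibition of all tested compounds plus 3 SD, cut at about 20% in these data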;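 note: 0% = DMSO wells given NPY plus isoproterenol and 100% = isoproterenol alone without NPY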
#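 Test system: HEK293 cells co-expressing NPY Y1 receptor and cyclic-nucleotide gated channel; Also added: NPY (25 nM), isoproterenol (1 µM), Ro 20-1724 (25 µM); Compound dosing: one concentration, 3.6 µM, in 0.4% DMSO; Timing: dye 3 h, compound 60 min room temperature, stimulation 45 min; Technique: Membrane-potential fluorescent dye readout.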
# Numbers without * were called inactive; · = not tested or not shown.
SMILES,S1P4 agonist,NPY2 pot ag,Ba/F3 V617F tox,BaF3 tox,Runt-CBFb FRET,S1P4 antag,NPY-Y1 PAM-ag,RBBP9 inhibitor,NPY-Y1 antag
Cc1ccc(CN(CCO)CCO)cc1,-1.1,-9,4,4,0,3,-9,2,2
Cc1nc2ccccc2cc1C(=O)N/N=C/c1cccc([N+](=O)[O-])c1,0.7,-8,-4,5,-4,11,-1,-9,2
CCc1ccc(NC(=O)CSC2=C(C#N)C(c3ccc4c(c3)OCO4)CC(=O)N2)cc1 (configuration not stated),0.9,-3,-3,1,·,-7,-19,-8,-4
COc1ccc(Cl)cc1NC(=S)NCCN1CCOCC1,-0.7,6,-7,1,0,-5,15,2,-7
O=C(O)c1ccc(Br)c(S(=O)(=O)N2CCCC2)c1,1.4,-13,-3,3,-2,-26,2,-10,2
CCOC(=O)C1CCN(S(=O)(=O)c2c(C)n[nH]c2C)CC1,-0.7,-5,4,2,0,5,4,-8,7
CC(C)CCNC(=O)CN(CC1CCCO1)C(=O)CCC(=O)Nc1ccccn1 (configuration not stated),0.0,12,-4,-1,-1,6,7,4,-4
CCC(C)NC(=O)COc1ccc(S(=O)(=O)N2CCOCC2)cc1 (configuration not stated),2.4,-2,2,0,2,-10,-17,-2,-3
COc1ccc(/C=N/NC(=O)c2ccoc2C)cc1O,0.0,6,-1,2,8,2,1,-3,-3
O=C(NC1CCS(=O)(=O)C1)c1cccc(S(=O)(=O)N2CCOCC2)c1 (configuration not stated),-2.7,-12,3,0,0,-6,-24,0,0
CC(=O)Nc1ccc(C)c(NC(=S)Nc2ccc(F)cc2)c1,0.0,8,-4,2,10,2,-15,6,·
CCc1ccc(C2c3[nH]c4ccccc4c3CCN2C(=O)CNC(N)=O)cc1 (configuration not stated),-1.2,-6,7,4,0,1,9,-3,-4
COCCn1cc(C(=O)c2cc(Br)ccc2O)cc(C#N)c1=O,1.4,7,-1,3,0,6,-14,-5,-7
CSC(=Nc1ccccc1)C(C#N)c1nc2ccccc2[nH]1 (configuration not stated),-1.5,-15,2,1,1,8,-13,-13,·
COc1ccc(Nc2nc(NC(C)(C)C)nc(N3CCCC3)n2)c(OC)c1,2.5,2,2,5,0,-4,-2,-5,6
C=CCC(=O)OCC(=O)Nc1ccc(Oc2ccccc2)cc1,1.0,4,-2,4,-2,22,5,-3,3
C#CCOCCOCCOCCNc1nc(N2CCN(C(=O)[C@H]([C@@H](C)O)n3cc(CCCCN)nn3)CC2)nc(N2CCN(C(=O)[C@H](Cc3ccc(O)cc3)n3cc(CCO)nn3)CC2)n1,0.8,4,-4,63*,-2,-3,2,-6,-6
CC(C)(C)OC(=O)NCCC(=O)N/N=C/c1cccc2cccnc12,0.4,14,-2,-3,0,-17,17,-7,·
Cc1ccc(/C=C/C(=O)Nc2ccc(N(C)C)cc2)o1,-1.3,7,3,6,2,-19,-10,4,-4
CCN1C(=O)C(CC(=O)Nc2ccccc2)S/C1=N\c1ccccn1 (configuration not stated),-0.2,5,-2,1,-1,2,-2,-5,1

# Full records from above:
# CSC(=Nc1ccccc1)C(C#N)c1nc2ccccc2[nH]1 (configuration not stated) reads S1P4 agonist = -1.5; NPY2 pot ag = -15; Ba/F3 V617F tox = 2; BaF3 tox = 1; Runt-CBFb FRET = 1; S1P4 antag = 8; NPY-Y1 PAM-ag = -13; RBBP9 inhibitor = -13; NPY-Y1 antag = ·
# Cc1ccc(/C=C/C(=O)Nc2ccc(N(C)C)cc2)o1 reads S1P4 agonist = -1.3; NPY2 pot ag = 7; Ba/F3 V617F tox = 3; BaF3 tox = 6; Runt-CBFb FRET = 2; S1P4 antag = -19; NPY-Y1 PAM-ag = -10; RBBP9 inhibitor = 4; NPY-Y1 antag = -4
# O=C(O)c1ccc(Br)c(S(=O)(=O)N2CCCC2)c1 reads S1P4 agonist = 1.4; NPY2 pot ag = -13; Ba/F3 V617F tox = -3; BaF3 tox = 3; Runt-CBFb FRET = -2; S1P4 antag = -26; NPY-Y1 PAM-ag = 2; RBBP9 inhibitor = -10; NPY-Y1 antag = 2

# The main list resumes, starting two compounds before the break.
SMILES,S1P4 agonist,NPY2 pot ag,Ba/F3 V617F tox,BaF3 tox,Runt-CBFb FRET,S1P4 antag,NPY-Y1 PAM-ag,RBBP9 inhibitor,NPY-Y1 antag
Cc1ccc(/C=C/C(=O)Nc2ccc(N(C)C)cc2)o1,-1.3,7,3,6,2,-19,-10,4,-4
CCN1C(=O)C(CC(=O)Nc2ccccc2)S/C1=N\c1ccccn1 (configuration not stated),-0.2,5,-2,1,-1,2,-2,-5,1
C/C(=N\NC(=O)c1ccc(F)cc1)c1cccc(NC(=O)c2ccco2)c1,1.8,-5,-3,2,0,4,21,-9,3
COc1ccc(C2C(C(=O)O)CCC(=O)N2c2ccc(OC)cc2)cc1 (configuration not stated),0.2,-5,0,1,-1,-5,2,1,0
CCC1CCCCN1C(=O)COC(=O)c1n[nH]c2ccccc12 (configuration not stated),1.5,15,-3,-1,0,8,-6,3,-2
COc1ccc(C(C(=O)NCc2ccccc2)N(Cc2ccco2)C(=O)c2cnccn2)cc1 (configuration not stated),0.6,-7,-1,8,0,-6,-2,-3,6
COc1cccc(Cn2nnc(C(=O)Nc3cc(C)ccc3OC)c2N)c1,-2.0,-6,1,13,2,-11,-2,-8,0
COc1ccc(S(=O)(=O)N2CCOC2CNC(=O)C(=O)NCc2cccnc2)cc1OC (configuration not stated),-0.6,-6,3,-6,2,-1,23,0,·
COc1ccc(C(=O)N2CCN(Cc3nc(CC4CC4)no3)CC2)cc1,2.0,-9,0,4,2,-5,1,-4,-1
O=C1c2cccnc2C(O)N1C1CCCCC1 (configuration not stated),0.3,-8,2,1,-1,-2,15,-7,3
O=C1NC(c2ccccc2)=NC1(NS(=O)(=O)c1ccccc1)C(F)(F)F (configuration not stated),0.5,5,-2,4,0,-7,4,2,-4
O=C(Nc1ccc(Cl)cn1)c1ccc(COCC(F)(F)C(F)F)o1,-4.7,-11,0,5,0,-8,-8,-4,2
COc1ccc(C(C)=O)cc1CSc1nnnn1-c1ccc(O)cc1,1.5,4,0,1,1,-17,-1,-4,·
COC(=O)Nc1ccc(S(=O)(=O)N2CCN(C)CC2)cc1,2.3,9,3,3,2,-11,-5,-6,2
CCc1cccc(NC(=O)CCS(=O)(=O)c2cccc3nonc23)c1,1.2,-8,-4,4,-2,-23,8,0,-4
CC(C)Cn1c(N)c(C(=O)COC(=O)c2ccc3c(c2)OCCO3)c(=O)n(C)c1=O,-0.8,32,1,11,-2,-21,4,-11,0
O=c1c(Cc2c(F)cccc2Cl)c(O)ccn1CCc1c[nH]c2ccccc12,0.2,9,-4,1,-2,-1,4,-3,-2
Cc1nnc(SC(C)C#N)n1-c1ccccc1 (configuration not stated),2.2,5,-1,1,1,-25,-2,-7,4
CCN(CCNC(=O)C1CC(=O)N(CCc2ccccc2)C1)c1ccccc1 (configuration not stated),-2.9,13,1,5,1,3,20,-8,7
CC(C)CNC(=O)c1noc2c1CCCC2,-0.1,-3,-2,4,2,-3,19,-6,4
CCOc1ccc2cc(C#N)c(SCC(=O)N3CCCC3)nc2c1,0.6,-3,0,1,·,-28,9,-12,1
Cc1ccc2c(c1)CN1CN2Cc2cc(C)ccc21,0.7,-1,5,11,-2,-13,1,-1,1
CCOC(=O)C1C(c2ccc(O)c(OCC)c2)NC(=S)NC1(O)C(F)(F)F (configuration not stated),-1.7,6,6,15,-1,9,19,-1,1
CCCCOc1ccc(Nc2cc(Cl)ccc2C(=O)O)cn1,1.1,-24,-2,0,-2,-7,9,0,·
CCOC(=O)N1CCN(Cc2nc3c(c(=O)n(C)c(=O)n3C)n2Cc2cccc(C)c2)CC1,1.8,-2,9,8,-3,-2,-18,-1,-1
CC1Cn2c(nc(=O)c3c2NCN(CCc2ccccc2)C3)S1 (configuration not stated),0.5,-3,-1,-2,0,-6,10,-2,-3
Cc1cccc(NC(=O)Cn2c([N+](=O)[O-])cnc2C)c1C,-0.5,-6,-2,1,0,-1,-2,-2,-2
COc1ccccc1-c1cc(C(=O)Nc2cc(C)n(Cc3ccc(Cl)cc3)n2)no1,-1.9,-3,1,4,-3,-2,-5,-13,8
C=CCSc1nnc(NC(=O)CSc2nc3ccccc3o2)s1,1.0,-23,0,2,2,-1,-15,-8,7
CCc1ccc(CN(C)Cc2nc(Cc3ccc(OC)c(OC)c3)no2)nc1,1.7,2,1,7,0,-21,-3,-3,1
FC(F)(F)c1cccc(OCc2noc(-c3ccsc3)n2)c1,0.2,-35,-3,1,0,6,-3,0,·
COc1ccc(NC(=O)Cn2cc(S(=O)(=O)Cc3ccccc3)c3ccccc32)c(OC)c1,0.0,-5,-3,4,2,-2,-5,-7,1
Cc1cc2c(c(SCC(=O)NCc3ccc(Cl)cc3)n1)C(=O)OC2,8.1,3,3,8,1,0,17,-5,3
Cc1cccc(N/N=C/c2ccccc2O)c1,0.1,0,1,9,-1,-5,-3,0,-4
CCS(=O)(=O)N1CCC(C(=O)NCc2ccc(F)cc2Cl)CC1,1.7,12,-3,-1,0,-7,-3,-4,-8
COc1ccc(-c2ccc(=O)n(CC(=O)Nc3ccc(C(=O)NC4CC4)cc3)n2)cc1OC,-0.7,3,-4,-5,·,-17,-5,-6,-2

# In the list so far, five contain an NH in an aromatic ring:
SMILES,S1P4 agonist,NPY2 pot ag,Ba/F3 V617F tox,BaF3 tox,Runt-CBFb FRET,S1P4 antag,NPY-Y1 PAM-ag,RBBP9 inhibitor,NPY-Y1 antag
CCOC(=O)C1CCN(S(=O)(=O)c2c(C)n[nH]c2C)CC1,-0.7,-5,4,2,0,5,4,-8,7
CCc1ccc(C2c3[nH]c4ccccc4c3CCN2C(=O)CNC(N)=O)cc1 (configuration not stated),-1.2,-6,7,4,0,1,9,-3,-4
CSC(=Nc1ccccc1)C(C#N)c1nc2ccccc2[nH]1 (configuration not stated),-1.5,-15,2,1,1,8,-13,-13,·
CCC1CCCCN1C(=O)COC(=O)c1n[nH]c2ccccc12 (configuration not stated),1.5,15,-3,-1,0,8,-6,3,-2
O=c1c(Cc2c(F)cccc2Cl)c(O)ccn1CCc1c[nH]c2ccccc12,0.2,9,-4,1,-2,-1,4,-3,-2
